# FBW7 activator = human FBW7 E3 ligase activation, primary screen; Q969H0; AlphaScreen FBW7–phospho-cyclin E peptide binding, activator screen; normalized activity (activation), % at 26.1 µM; hit rate 0.13% among 650,000; AID 1259310; in the data active means normalized activity above about 1.9%;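 further: purified mutant Fbw7 with reduced substrate affinity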
# Target sequence (Q969H0 whole entry, looked up): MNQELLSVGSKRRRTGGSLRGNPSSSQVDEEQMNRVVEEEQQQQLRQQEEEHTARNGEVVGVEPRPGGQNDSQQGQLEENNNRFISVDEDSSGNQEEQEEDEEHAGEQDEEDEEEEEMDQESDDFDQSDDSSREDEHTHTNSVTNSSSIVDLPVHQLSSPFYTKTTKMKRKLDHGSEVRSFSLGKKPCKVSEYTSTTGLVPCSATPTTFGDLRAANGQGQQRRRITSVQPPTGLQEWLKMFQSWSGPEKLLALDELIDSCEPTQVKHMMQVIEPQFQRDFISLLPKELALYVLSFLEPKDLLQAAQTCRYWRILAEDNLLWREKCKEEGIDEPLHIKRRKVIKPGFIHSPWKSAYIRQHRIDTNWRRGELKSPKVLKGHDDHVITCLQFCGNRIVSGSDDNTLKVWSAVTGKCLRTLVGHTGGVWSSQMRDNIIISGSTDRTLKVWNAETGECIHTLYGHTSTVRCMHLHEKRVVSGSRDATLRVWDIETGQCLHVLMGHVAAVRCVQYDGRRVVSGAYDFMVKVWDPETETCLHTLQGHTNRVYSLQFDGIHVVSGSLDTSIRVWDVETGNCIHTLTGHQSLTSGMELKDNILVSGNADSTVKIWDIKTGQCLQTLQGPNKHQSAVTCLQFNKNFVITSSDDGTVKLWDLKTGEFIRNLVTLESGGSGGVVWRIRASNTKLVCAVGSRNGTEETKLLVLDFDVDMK
# TEAD-YAP block = TEAD-YAP interaction inhibition. inhibition, % at 9.12 µM. hit rate 1.4% among 640,000. HEK-TIYL cells, TEAD-Gal4/YAP UAS-luciferase luminescence; in the data active means inhibition above about 32%;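 further: 0% = median of test compound wells and 100% = reference inhibitor wells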
# GPR151 ag = human GPR151 activation; Q8TDV0; PathHunter beta-arrestin GPR151 cells, luminescence; activation, % at 11.2 µM; hit rate 1% among 650,000; AID 1508602; in the data active means activation above about 4.9%;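 further: 0% = median of compound wells and 100% = cells with positive control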
# Target sequence (Q8TDV0 whole entry, looked up): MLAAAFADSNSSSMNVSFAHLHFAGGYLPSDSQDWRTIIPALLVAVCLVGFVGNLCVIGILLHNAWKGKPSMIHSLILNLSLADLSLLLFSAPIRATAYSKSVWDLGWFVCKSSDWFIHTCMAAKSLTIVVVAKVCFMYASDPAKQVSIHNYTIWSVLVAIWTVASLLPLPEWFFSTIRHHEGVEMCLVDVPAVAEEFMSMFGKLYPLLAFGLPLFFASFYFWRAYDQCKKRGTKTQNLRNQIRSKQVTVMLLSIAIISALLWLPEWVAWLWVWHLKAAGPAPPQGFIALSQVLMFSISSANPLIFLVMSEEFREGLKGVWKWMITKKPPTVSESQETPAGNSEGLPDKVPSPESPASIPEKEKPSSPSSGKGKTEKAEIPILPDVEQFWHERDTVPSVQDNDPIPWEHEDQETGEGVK
# MITF inh = inhibitors of human MITF; inhibition, % at 2.6 µM; hit rate 0.91% among 650,000; AID 1259374; AlphaScreen MITF homodimerization, bead proximity signal; O75030; in the data active means inhibition above about 50%;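 further: 0% = vehicle wells with protein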
# * = called active by the depositor.
SMILES,FBW7 activator,TEAD-YAP block,GPR151 ag,MITF inh
Cc1ccc(S(=O)(=O)/N=C/c2ccccc2O)cc1,0.2,6,-0.1,-2
Cc1ccccc1Nc1ncnc2c1cnn2-c1ccc(Cl)cc1,0.1,-64,0.3,-6
CC(=O)c1sc(Nc2ccc(C)c(Cl)c2)nc1C,-0.2,-47,-0.9,-10
COc1cccc(OC)c1C(=O)Nc1ccc(NC(=O)c2ccco2)c(C)c1,0.1,4,1.0,2
COC(=O)C(O)(c1ccc(NC(=O)Nc2ccc(Cl)cc2)c(OC)c1)C(F)(F)F (centres undefined),1.0,-18,0.6,14
Cc1cc(NCc2ccco2)nc(N2CCC(C(=O)NC3CCCCC3)CC2)n1,0.1,7,3.8,15
Cc1nc2nc(CN)nn2c(C)c1CCC(=O)Nc1ccc(Br)cc1,0.0,-5,-1.3,-3
CC(C)(C)NC(=O)Cn1c(=O)oc2cc(S(=O)(=O)N3CCc4ccccc43)ccc21,0.9,12,-0.4,11
N/C(=N\N=C\c1ccc(Br)cc1)SC1CC(=O)N(c2ccccc2)C1=O (centres undefined),0.2,9,0.5,-5
CCOC(=O)N1CCC(NC(=O)c2cc3c(s2)CSC3)CC1,0.0,7,0.0,9
Cc1cc(Oc2coc3cc(OCC(=O)OCC(C)C)ccc3c2=O)cc(C)c1Cl,0.0,1,0.1,-11
COc1ccc(Nc2nc(NCC3CCCO3)c3[nH]cnc3n2)cn1 (centres undefined),0.1,6,-1.3,3

# In another format: entries from further up.
# Every second line gives: FBW7 activator | TEAD-YAP block | GPR151 ag | MITF inh
CC(=O)c1sc(Nc2ccc(C)c(Cl)c2)nc1C
→ -0.2 | -47 | -0.9 | -10
COc1cccc(OC)c1C(=O)Nc1ccc(NC(=O)c2ccco2)c(C)c1
→ 0.1 | 4 | 1.0 | 2
COC(=O)C(O)(c1ccc(NC(=O)Nc2ccc(Cl)cc2)c(OC)c1)C(F)(F)F (centres undefined)
→ 1.0 | -18 | 0.6 | 14
Cc1cc(NCc2ccco2)nc(N2CCC(C(=O)NC3CCCCC3)CC2)n1
→ 0.1 | 7 | 3.8 | 15
Cc1nc2nc(CN)nn2c(C)c1CCC(=O)Nc1ccc(Br)cc1
→ 0.0 | -5 | -1.3 | -3
CC(C)(C)NC(=O)Cn1c(=O)oc2cc(S(=O)(=O)N3CCc4ccccc43)ccc21
→ 0.9 | 12 | -0.4 | 11

# Continuation.
SMILES,FBW7 activator,TEAD-YAP block,GPR151 ag,MITF inh
CCN1CCN(c2nc(-c3ccccc3F)nc3ccccc23)CC1,0.3,1,0.3,22
Cc1nc(CC(=O)N2CCc3c(cnc(C)c3CNC(=O)CN3CCCCC3)C2)cs1,-0.2,-2,0.3,6
CCn1c(SCC(=O)NCc2ccccc2)nnc1-c1ccccc1,-0.1,7,2.4,10
Cc1c(Br)c(C(F)(F)F)nn1CC(=O)Nc1sc2c(c1C#N)CCC(C)C2 (centres undefined),-0.2,9,0.3,-13
COc1ccc(NC(=O)c2ccco2)c([N+](=O)[O-])c1,-0.3,-58,-1.6,-1
Cn1cc(C(=O)N/N=C/C(Br)=C/c2ccccc2)ccc1=O,0.2,1,-0.3,14
Cc1cc(C(=O)COC(=O)/C=C/c2ccco2)c(C)n1CC1CCCO1 (centres undefined),0.0,0,-0.2,-5
CCSc1nnc(C2CCCN2C(=O)N2CCCC2)n1C (centres undefined),-0.1,7,1.3,-13
CCc1ccccc1N1CC(c2nc3ccccc3[nH]2)CC1=O (centres undefined),0.1,4,1.6,3
O=C(Cc1ccccc1F)NCC1(N2CCOCC2)CCCCC1,0.0,-9,0.2,-7
Cc1c2c(nc3c(C(=O)O)cnn13)CCCC2,0.1,-9,0.3,-12
COC(=O)c1cc(Nc2ccc3c(c2)OCO3)c2cc(Cl)ccc2n1,-0.2,8,1.6,-10
Nc1c(C(=O)c2cccs2)sc2nc3c(c(-c4ccco4)c12)CCC3,0.1,-5,0.2,-1
CCOC(=O)C1CCN(c2nc(N)c(C#N)c(CC#N)c2C#N)CC1,-0.1,-1,2.6,13
C=CCn1c(SCc2ccccc2F)nnc1-c1cccc([N+](=O)[O-])c1,0.0,-5,1.0,11
CCOC(=O)c1ccc(CN(Cc2ccc(Cl)cc2Cl)S(=O)(=O)c2ccc([N+](=O)[O-])cc2)cc1,0.5,1,-0.2,6
Cc1cc(/C=C2\SC(=Nc3ccccc3Cl)NC2=O)c(C)n1-c1ccccc1,-0.1,48*,2.2,-2
Cc1nn(-c2nc(-c3ccco3)cc(C(F)(F)F)n2)c(C)c1[N+](=O)[O-],0.0,7,-0.1,3
Cc1ccc(C(=O)N/C(=C\c2ccc(Br)cc2)C(=O)Nc2ccc(Br)cc2)cc1,0.0,0,0.0,-5
CCOC(=O)CSc1nc2ccc([N+](=O)[O-])cc2s1,-0.1,2,2.1,12
CCOC(=O)c1sc(=Nc2ccccc2)n(-c2ccccc2)c1C,-0.3,-4,0.0,-9
c1csc(CNc2ccc3ncc(-c4cccc5cccnc45)n3n2)c1,0.2,-10,0.0,10
CN(C)c1ccc(C2NCC(CSc3nnc(Nc4ccccc4F)s3)O2)cc1 (centres undefined),0.9,-38,-0.7,13
CCc1ccc(C2CC(c3ccc(OC)cc3)n3nc(N)nc3N2)cc1 (centres undefined),-0.2,0,2.7,9
CNS(=O)(=O)c1cccc(C(=O)OCC(=O)c2c(N)n(C)c(=O)n(C)c2=O)c1,-0.1,-2,1.4,-12
CCNc1nc(NCCN(C(C)C)C(C)C)c2ncn(C3CCCCC3)c2n1,0.1,9,-2.1,11
Cc1ccc(C)c(N2CCN(C(=O)c3ccc(S(=O)(=O)CC4CCCO4)c([N+](=O)[O-])c3)CC2)c1 (centres undefined),0.3,14,1.0,20
CN1C(=O)/C(=C\c2ccc(I)cc2)SC1=S,0.0,1,-0.7,-8
CC(C)C(=O)Nc1nnc(SCc2ccc(Cl)cc2)s1,0.1,3,5.1*,3
Cn1c(=O)n(Cc2ccc(F)cc2)c(=O)c2c1nc1oc(C(C)(C)C)cn12,0.0,-7,-0.6,-10
COc1cc(/C=C2/C(=N)N3N=C(CC(C)C)SC3=NC2=O)cc(Cl)c1OCCOc1c(C)cccc1C,0.0,-7,1.4,-12
O=C1N[C@@H](Cc2ccc(Cl)cc2)C(=O)N2CCN(C(=O)c3ccccc3)C[C@H]12,-0.2,11,-0.4,-15
CCN(CC)S(=O)(=O)c1ccc(C(=O)Nc2ncc(S(=O)(=O)c3ccc([N+](=O)[O-])cc3)s2)cc1,0.1,-6,2.3,-3
COc1ccc(NC(=O)c2ccc(Br)cc2)cc1,-0.1,-54,-0.9,11
CCOC(=O)c1ccc2c(c1)sc1nc(-c3ccc(Br)cc3)cn12,-0.5,-15,1.3,-1
O=C(O)C1CCCN(c2ncnc3scc(-c4ccccc4)c23)C1 (centres undefined),0.2,-5,18*,4
COc1cccc(C2Nc3ccccc3-c3nnc(SCc4ccc(C)cc4)nc3O2)c1OC (centres undefined),-0.1,-7,0.7,13
O=C(O)C1CCN(S(=O)(=O)c2ccc(F)c(F)c2)CC1,0.0,-2,2.9,2
COc1ccccc1-c1nnc(-c2sc3cc(Cl)ccc3c2Cl)o1,-0.1,-7,1.7,-10
Cc1ccccc1C(=O)Nc1cc(-c2nc3cc(C(C)C)ccc3o2)ccc1Cl,0.1,4,0.6,7
CNC(=O)c1ccc(N(Cc2ccc(C)cc2)S(C)(=O)=O)cc1,0.0,5,2.4,-9
CCOCCCNS(=O)(=O)c1ccc(C)cc1,0.7,5,0.9,2
Cc1ccc(C)c(-c2cc(C(=O)Nc3sc4c(c3C#N)CCC(C)C4)c3ccccc3n2)c1 (centres undefined),0.0,5,-0.9,10
COc1ccc(C2CC(c3ccc(Cl)cc3)Nc3nnnn32)c(OC)c1OC (centres undefined),-0.1,-11,1.7,2
CC(C)(C)n1nnnc1C(c1cccs1)N1CCN(C(=O)c2ccco2)CC1 (centres undefined),0.0,4,-0.5,6
CCCCN(C)C(=O)c1sc2ncn(CCOCC)c(=O)c2c1C,-0.1,-4,-2.7,17
Cn1c(=O)[nH]c(=O)c2c1nc(N1CCCC1)n2CCO,-0.2,5,-0.8,4
CCc1ccc(C2N(c3nccs3)C(=O)C3CCCN32)cc1 (centres undefined),0.0,4,0.2,9
COc1ccc(S(=O)(=O)Nc2cc(C(=O)N3CCOCC3)ccc2N2CC3CC(C2)c2cccc(=O)n2C3)cc1 (centres undefined),-0.1,-1,3.0,4
CCOC(=O)c1ccc(N=c2ssc3c2-c2cc(C)c(C)cc2NC3(C)C)cc1,-0.2,0,-1.0,-10
COC(=O)c1ccc(CSc2nnc3c(n2)[nH]c2ccccc23)cc1,0.0,5,0.1,6
CCC(CC)C(=O)Nc1ccccc1C(=O)OC,0.2,-2,2.9,12
CSc1nsc(SC)c1C(=O)NCCNC(=O)c1ccccc1,-0.4,0,-0.8,10
CC(=O)Nc1cc(Oc2cccc(C)c2)cc([N+](=O)[O-])c1,0.0,5,0.6,20
COc1cc(NS(=O)(=O)c2ccc(NS(=O)(=O)c3ccc(C)cc3)cc2)nc(OC)n1,-0.1,-2,1.3,-14
CCOc1ccc(NC(=O)CSc2nc3ccsc3c(=O)n2C2CCCCC2)cc1,-0.2,2,0.1,-5
CC1(C)CC(=O)C2=C(C1)Nc1ccc3ccccc3c1C2c1cc(Cl)cc2c1OCOC2 (centres undefined),0.1,5,-0.8,-9
COC(=O)c1ccc(C(=O)OC)c(NC(=O)c2ccoc2C)c1,-0.1,1,0.8,3
Cc1cnc(Nc2nccc3ccccc23)nc1NCCO,-0.1,-8,0.5,-8
CCOC(=O)C1=C(C)N(Cc2ccccc2)C(=O)C1CC(=O)O (centres undefined),-0.1,1,-0.3,13

# Entries shown so far with a cyano group:
SMILES,FBW7 activator,TEAD-YAP block,GPR151 ag,MITF inh
Cc1c(Br)c(C(F)(F)F)nn1CC(=O)Nc1sc2c(c1C#N)CCC(C)C2 (centres undefined),-0.2,9,0.3,-13
CCOC(=O)C1CCN(c2nc(N)c(C#N)c(CC#N)c2C#N)CC1,-0.1,-1,2.6,13
Cc1ccc(C)c(-c2cc(C(=O)Nc3sc4c(c3C#N)CCC(C)C4)c3ccccc3n2)c1 (centres undefined),0.0,5,-0.9,10

# Continuation.
SMILES,FBW7 activator,TEAD-YAP block,GPR151 ag,MITF inh
Cc1sc(NC(=O)CN(Cc2ccc(F)cc2)C(=O)C(C)C)c(C(N)=O)c1C,-0.1,4,-0.2,-8
COC(=O)C1=C(C)N(CCc2ccccc2)C(=O)/C1=C\c1ccccc1[N+](=O)[O-],-0.1,6,-0.7,14
N#C/C(=C\c1nn(CCO)c(N)c1C#N)c1ccco1,0.1,-5,0.4,46
CCOc1ccccc1-n1c(=S)sc2c(=O)n(-c3ccccc3)c(SC(CC)C(=O)N3CCOCC3)nc21 (centres undefined),0.0,-5,-1.1,-10
CCN1CCC(NCCc2ccc(Cl)cc2Cl)CC1,0.0,4,-0.3,13
O=C(NCc1cccnc1)c1cnc(NC2CCN(Cc3ccccc3)CC2)s1,0.1,-4,-0.1,2
C#CCOc1ccc(/C=C2/C(=O)N(c3ccc(C(=O)O)cc3)N=C2C)cc1OCC,-0.6,1,-1.1,2
COc1nc(N/N=C/c2ccccc2F)nc(N2CCCCC2)n1,-0.2,-5,-1.0,-2
CCCCSc1nnc(-c2c[nH]c3ccccc23)n1CC,0.0,-2,-0.1,-3
O=C(Cn1c2c(c3ccccc31)CCC2)Nc1cc(F)ccc1F,-0.1,-12,4.6,4
CN(CC(=O)Nc1ccc(F)cc1)CC(=O)Nc1ccc(F)c(F)c1F,0.0,-3,-0.1,4
COc1cc(OC)c(NS(=O)(=O)c2ccc(Cl)c(C(=O)O)c2)cc1Cl,-0.1,1,0.2,0
O=C(CSc1nnc(NC2CCCCC2)s1)Nc1ccc(Cl)cn1,0.2,1,-0.3,-11
O=C(Nc1ccncc1)c1ccc(F)cc1,0.0,-6,-0.7,-4
O=C(c1ccc(Oc2ccccc2)cc1)c1coc2ccc(O)cc12,-0.1,55*,-3.8,-4
O=C(O)CCC(=O)N1CCc2cc(S(=O)(=O)NC3CCCCC3)ccc21,-0.1,2,-0.7,10
CCOc1ccc(-c2nc(C(N)=O)c3[nH]c(=O)n(-c4ccc(F)cc4)c3n2)cc1,0.8,7,1.3,14
COc1ccc(C2C(C#N)=C(N)Oc3cc(C)oc(=O)c32)cc1OC (centres undefined),0.1,-7,-0.4,16
N#C/C(=C/c1ccc([N+](=O)[O-])o1)C(=O)Nc1cccc(Br)c1,-0.1,3,-0.8,43
O=C(NCCn1ccnc1)C1CC12CCN(Cc1ccc(-c3ccccc3Cl)o1)CC2 (centres undefined),-0.2,-3,0.3,-10
CCCCS(=O)(=O)NC1=NCN(CCO)CN1,0.1,-1,1.2,-4
O=c1[nH]c(N2CCCCC2)nc2c1CCN(Cc1cc3c(cc1Cl)OCO3)C2,-0.1,3,0.6,8
Cc1cccc(C(=O)N2CCN3C(=O)[C@@H]4CSCN4C(=O)[C@H]3C2)c1,-0.1,10,-1.5,-9
COc1ccc2cc(CCNC(=O)Cc3cccc(C)c3)c(=O)[nH]c2c1,-0.1,11,0.1,3
CN1Cc2ccccc2CC1CNC(=O)CCc1nnc(-c2ccccc2)o1 (centres undefined),0.2,3,0.4,6
O=C(O)CCN(Cc1ccc(Cl)cc1)S(=O)(=O)c1ccc([N+](=O)[O-])cc1,0.0,3,0.3,0
O=C(Nc1ccccc1C(=O)N1CCN(Cc2ccccc2)CC1)c1ccccn1,0.3,6,0.0,1
C=CCNC(=O)N1CCN(CC(=O)c2ccco2)CC1,-0.5,4,-1.5,39
Cc1cc(C)c2nc(/N=C(\N)NC(=O)c3ccccc3)nc(C)c2c1,0.1,-7,-0.1,12
Cc1cccc2[nH]c(-c3ccc(NC(=O)C45CC6CC(CC(C6)C4)C5)cc3)nc12,0.2,-50,0.1,-6

# Screening data (PubChem BioAssay)

# Rows are unselected; 3.5% or so of the library scored in one or more.
